Compound activity: PubChem BioAssay, National Center for Advancing Translational Sciences (NCATS)
L3MBTL1 block: blocks human L3MBTL1. Q9Y468. 0.66% of 230,000 active. AlphaScreen L3MBTL1–H3K9me1 peptide binding. AID 485360. Potency, µM (highest dose often 57.1 µM), for inactives: at the highest dose activity, negative = inhibition, hits mostly inhibitors; also: nearly all actives have a fitted effect of over 60% in size
Target sequence (Q9Y468 whole entry, looked up): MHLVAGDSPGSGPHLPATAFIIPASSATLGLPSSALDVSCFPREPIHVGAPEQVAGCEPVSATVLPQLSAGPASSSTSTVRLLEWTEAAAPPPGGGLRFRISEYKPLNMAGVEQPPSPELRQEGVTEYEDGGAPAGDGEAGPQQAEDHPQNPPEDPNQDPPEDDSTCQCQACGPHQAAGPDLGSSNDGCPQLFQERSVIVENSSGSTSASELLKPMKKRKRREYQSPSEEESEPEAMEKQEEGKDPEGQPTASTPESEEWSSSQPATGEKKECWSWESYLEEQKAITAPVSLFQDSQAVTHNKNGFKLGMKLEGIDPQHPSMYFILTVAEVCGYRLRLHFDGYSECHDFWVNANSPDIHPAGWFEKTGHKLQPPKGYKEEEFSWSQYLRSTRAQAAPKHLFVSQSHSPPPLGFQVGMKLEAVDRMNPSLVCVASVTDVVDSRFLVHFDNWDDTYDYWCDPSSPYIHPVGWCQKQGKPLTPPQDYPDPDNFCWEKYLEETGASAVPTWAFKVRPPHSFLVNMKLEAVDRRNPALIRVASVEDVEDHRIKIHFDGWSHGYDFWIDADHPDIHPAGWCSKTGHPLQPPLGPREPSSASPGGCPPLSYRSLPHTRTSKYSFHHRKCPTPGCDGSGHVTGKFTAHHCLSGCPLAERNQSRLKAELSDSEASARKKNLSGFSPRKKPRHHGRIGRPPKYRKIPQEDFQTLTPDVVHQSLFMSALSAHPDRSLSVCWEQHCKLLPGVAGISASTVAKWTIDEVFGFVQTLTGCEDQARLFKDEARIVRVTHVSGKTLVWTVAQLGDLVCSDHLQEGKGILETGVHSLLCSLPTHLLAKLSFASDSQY
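L3MBTL1 50 nM + b-AHA-H3(1-15)K9me1 75 nM, 30 min RT; compound added, 30 min RT; streptavidin donor/Ni-chelate acceptor beads 10 ug/mL each final, 30 min RT dark; AlphaScreen read.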
TexasRed fluor: alters Texas Red total fluorescence, flagging assay interference. 0.29% of 280,000 active. Potency, µM (highest dose often 106 µM), inactives show at the highest dose fluorescence change, negative = quenching. AID 1479. TRb/SRC2 Texas Red total fluorescence interference; active = well fitted curve in either direction with a large enough effect; inconclusive = small, poorly fitted or top-dose-only effect
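Human TRb ligand-binding domain at 0.6 uM with 20 nM Texas Red SRC2 peptide in Tris buffer containing 1 uM T3 and 5% DMSO, incubated with compound 5 h at ambient temperature. Total fluorescence (555/632 nm) calculated as parallel + 2 × perpendicular.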
TRb SRC2 PPI: disrupts binding of human TR beta to SRC2; AID 1469; TRbeta-SRC2 peptide binding, fluorescence polarization; receptor liganded with 1 µM T3; 0.065% of 280,000 active; Potency, µM (titrated, usually from 106 µM), for the others: at the highest dose activity change, negative = inhibition, actives largely listed as inhibitors; P10828;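 also: plate controls were bound peptide for no effect and peptide without receptor for full effect; nearly all actives have a fitted effect of over 50% in size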
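Fluorescence polarization of 20 nM Texas Red SRC2 peptide (20-aa NR interaction domain) bound to 0.6 uM human TRb ligand-binding domain, with 1 uM T3, after 5 hr at ambient temperature; inhibition seen as decreased polarization.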
Tau fibril ThT: tau fibrillization inhibition (ThT binding); P10636; recombinant tau K18 P301L, heparin-induced fibrillization, ThT fluorescence; Potency, µM (titrated, usually from 57.4 µM), without a hit: at the top dose activity, negative = inhibition, usual class: inhibitors; 2.1% of 270,000 active; AID 1460; also: nearly all actives have a fitted effect of over 55% in size
Target sequence (P10636 561-689 P618L limits assumed): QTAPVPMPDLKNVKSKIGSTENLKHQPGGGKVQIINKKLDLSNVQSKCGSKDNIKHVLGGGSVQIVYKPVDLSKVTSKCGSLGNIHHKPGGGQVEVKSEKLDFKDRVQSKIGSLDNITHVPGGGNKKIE
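Using a mix of unlabeled (15 uM) and Alexa 594-labeled (0.24 uM) tau K18 P301L, heparin-triggered fibrillization over 6 hr at 37 C was scored by ThT fluorescence.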
JMJD2E inh: inhibitors of human JMJD2E histone demethylase | 1.6% of 230,000 active | JMJD2E catalytic domain, FDH-coupled NADH fluorescence (FDH is formaldehyde dehydrogenase) | B2RXH2 | Potency, µM (highest dose often 57.1 µM), without a hit: at the top dose activity change, negative = inhibition, actives largely listed as inhibitors; active = well fitted inhibition curve with a large enough effect, not every such curve was filed as active; inconclusive = small, poorly fitted or top-dose-only effect, or another doubt; inactive = no such curve, though single readings can be large or run the other way;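 also: 0% = wells with enzyme and -100% = buffer wells without enzyme; nearly all actives have a fitted effect of over 50% in size; many of its hits are not listed in these tables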
Tau FP inhib: inhibitors of human tau fibril formation; Potency, µM (series often up to 57.7 µM), without a hit: at the top dose activity, negative = inhibition, actives largely listed as inhibitors; P10636; 0.39% of 280,000 active; AID 1468; K18 P301L tau heparin fibrillization, Alexa594 FP, 6 h; also: nearly all actives have a fitted effect of over 55% in size
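Human K18 P301L fragment (15 uM unlabeled plus 0.24 uM Alexa 594-labeled) in 100 mM sodium acetate pH 7 with compound, aggregation induced by 20 uM heparin for 6 hr at 37 C. ThT (30 uM) added for 1 hr, then Alexa 594 FP read.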
RECQ1 inh: RECQ1 (human) helicase inhibition | Potency, µM (top dose mostly 57.3 µM), without a hit: at the highest dose activity, negative = inhibition, actives largely listed as inhibitors | AID 2549 | 0.54% of 240,000 active | RECQ1 DNA unwinding, red fluorescence kinetic read | P46063;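 also: plate controls were vehicle for no effect and no enzyme for full effect; nearly all actives have a fitted effect of over 30% in size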
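50 nM RECQ1T1 preincubated 15 min with compound in Tris pH 8.0 buffer with MgCl2, DTT, Tween-20 and 2.5 ug/ml poly(dI-dC); started with 200 nM TAMRA/BHQ-2 forked duplex and 2 mM ATP. Unwinding read as fluorescence (525/598 nm), two reads 2 h apart.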
GoLoco inh red: inhibitors of human Gai1-RGS12 GoLoco interaction (red fluorophore). P63096. Gai1:RGS12 GoLoco peptide FP, rhodamine, 10 min. Potency, µM (titrated, usually from 61.6 µM), inactives show top-dose activity, negative = inhibition, actives largely listed as inhibitors. 0.44% of 230,000 active; active = well fitted inhibition curve with a large enough effect, not every such curve was filed as active; inactive = no such curve, though single readings can be large or run the other way; also: nearly all actives have a fitted effect of over 30% in size; many of its hits are not listed in these tables
* marks the source's active call; other numbers are inactive results; i = inactive; u = inconclusive; x = not tested or not shown; & = joins results of further samples; ! = not confirmed by another sample; [ ] = remark or other dose. Unless noted, calls follow the shape of the dose curve; as a rule, active = well fitted curve in the direction sought with a large enough effect; inconclusive = small, poorly fitted or top-dose-only effect, or another doubt; inactive = no such curve, though single readings can be large; an effect the other way counts as inactive or inconclusive. Unless noted, % is scaled to controls: 0 for no effect and ±100 for the full control effect; potency is read from the fitted curve at half-maximal effect.

SMILES	L3MBTL1 block	TexasRed fluor	TRb SRC2 PPI	Tau fibril ThT	JMJD2E inh	Tau FP inhib	RECQ1 inh	GoLoco inh red
COc1ccccc1COC(=O)Nc1c(C)nn(C)c1Cl	-7%	-2%	-2%	-2%	2%	-12%	u	5%
O=C(NC1CCCC1)c1cnn(-c2ccc(F)cc2F)c1C1CCNCC1	x	0%	-4%	-2%	x	1%	x	x
CN(C)c1ccc(CNCCC(Cc2ccccc2)c2ccco2)cc1 (stereo unspecified)	x	0%	2%	u	-6%	4%	-13%	-9%
Cc1ccc(S(=O)(=O)c2nnn3c2nc(NC(C)c2ccccc2)c2sccc23)cc1 (stereo unspecified)	x	0%	-7%	14%	x	u	x	x
O=C(CN1CCCN(Cc2ccc(F)cc2Cl)C1=O)NC1CCCCCCC1	2%	-1%	-1%	-10%	2%	6%	-2%	1%
CCCOc1cccc(C2/C(=C(/O)c3ccccc3)C(=O)C(=O)N2CCN(C)C)c1 (stereo unspecified)	x	-1%	-13%	-16%	7%	-7%	-11%	3%
C=CCSc1nnc(-c2c[nH]c3ccccc23)n1CCOC	10%	-7%	6%	-7%	4%	-12%	-9%	x
O=C(Nc1ccc(Cl)cc1)[C@@H]1[C@@H]2C(=O)N(c3ccc4ccccc4c3)C(=O)[C@@H]2[C@H]2C=CC=NN21	x	3%	-3%	u	u	3%	4%	45%[activator]
O=C(COc1ccc(Cl)cc1)NCc1nnc(SCC(=O)Nc2ccccc2F)o1	x	-1%	-1%	1%	1%	4%	i	-18%
CC1C(c2ccccc2)N(C)C(c2ccccc2)C(C)C1(O)C#Cc1ccccc1 (stereo unspecified)	5%	-71%	-17%	-8%	4%	7%	-9%	3%
CC1CC(=O)Nc2ccccc2N1S(=O)(=O)c1cccc(Cl)c1 (stereo unspecified)	-1%	0%	-1%	-2%	5%	7%	-15%	8%
COC(=O)c1cc(NC(=O)c2cc3c(-c4ccccc4F)nn(C)c3s2)cc(C(=O)OC)c1	x	-2%	-8%	u	x	u	x	x
Cc1cnc(C(=O)Nc2ccccc2-c2nnn(CC(=O)NC3CCCC3)n2)cn1	x	0%	-15%	6%	13%	4%	i	14%
CCC(C)N1C(=O)c2ccccc2C1C(=O)NC1CCCCCC1 (stereo unspecified)	3%	2%	8%	2%	0%	-2%	5%	5%
COc1c(Br)cc2c(C)c(C(=O)N3CCOCC3)oc2c1Br	x	-1%	3%	-11%	-6%	14%	-8%	2%
O=C(CSc1nn(-c2ccc(F)cc2)c(=S)s1)NCC1CCCO1 (stereo unspecified)	x	1%	7%	-12%	-2%	2%	i	11%
CN(C)S(=O)(=O)c1ccc2oc(SCC(N)=O)nc2c1	x	-2%	-9%	-1%	-1%	3%	-9%	10%
Cc1ccc2[nH]c3c(=O)n(Cc4ccco4)cnc3c2c1	8%	-2%	4%	-8%	u	-1%	-2%	10%
O=C(NN=C1CCCC1)c1ccc([N+](=O)[O-])cc1	x	-1%	9%	5%	54%[activator]	2%	i	6%
O=C1[C@H]2O[C@@H]2[C@@H](O)[C@H]2[C@H]1CCn1c(=O)n(Cc3cc4c(cc3Cl)OCO4)c(=O)n12	x	-5%[11.2 µM]	5%[11.2 µM]	-5%[11.5 µM]	x	-17%[11.6 µM]	3%[11.5 µM]	x
Nc1cc([N+](=O)[O-])ccc1O	2%	0.11µM*![quencher]	7%[201 µM]	8%	0%	1%	-7%&-13%	-1%&8%
CC(NC(=O)CN1CCc2ccccc21)c1ccccc1 (stereo unspecified)	2%	4%	2%	-7%	2%	3%	2%	x
Cc1cc(Nc2ccc(N3CCOCC3)cc2)c2cccc(C)c2n1	x	-2%	-2%	x	0%	9%	-11%	10%
CCCc1nnc(NC(=O)CSc2nnc3c4ccccc4n(CC)c3n2)s1	x	5%	0%	-2%	x	-1%	x	x
CC(C)(C)OC(=O)NCCc1nnc(SCc2c(Cl)cccc2Cl)o1	x	-1%	0%	-10%	3%	9%	1%	6%
CCc1nnc(NC(=O)CSc2nnc(CCc3nc4ccccc4[nH]3)n2C)s1	1%	0%	-6%	-12%	2%	-5%	-7%	3%
C[C@@H]1C(c2ccccc2)=NN(c2ccc(Br)cc2)[C@H]1C(=O)N1CCOC1=O	44%[activator]	-3%	8%	u	x	2%[81.3 µM]	i	0%
CCOC(=O)c1ccc(NC(=O)COc2ccc(CNC3CCCCC3)cc2OC)cc1	-6%[11.4 µM]	-2%	3%	-3%	-4%	11%	-2%	3%
Cc1ccc(C)c(N2CCN(C(=O)Cn3cnc4sc(C)c(S(=O)(=O)N5CCN(c6ncccn6)CC5)c4c3=O)CC2)c1	x	0%	5%	-13%	x	-2%	x	x
COc1cc2c(cc1OC)C(NC(=O)C(F)(F)F)CNC2=O (stereo unspecified)	x	-1%	0%	-3%	1%	-2%	-7%	3%

Profiles, quoted from the list. Order of values: L3MBTL1 block, TexasRed fluor, TRb SRC2 PPI, Tau fibril ThT, JMJD2E inh, Tau FP inhib, RECQ1 inh, GoLoco inh red
`CCC(C)N1C(=O)c2ccccc2C1C(=O)NC1CCCCCC1` (stereo unspecified) across the screens: 3%, 2%, 8%, 2%, 0%, -2%, 5%, 5%
`CCc1nnc(NC(=O)CSc2nnc(CCc3nc4ccccc4[nH]3)n2C)s1` across the screens: 1%, 0%, -6%, -12%, 2%, -5%, -7%, 3%

More entries.
SMILES	L3MBTL1 block	TexasRed fluor	TRb SRC2 PPI	Tau fibril ThT	JMJD2E inh	Tau FP inhib	RECQ1 inh	GoLoco inh red
Cc1cc(NC(=O)CCCn2nc([N+](=O)[O-])cc2C)no1	x	-3%	3%	-5%	-1%	-5%	0%	2%
CCc1ccc(NCc2cc3ccc(OC)cc3n(CC(=O)Nc3cccc(Cl)c3C)c2=O)cc1	x	1%	4%	11%	x	12%	x	x
COc1ccc(C)cc1NC(=O)CCC(=O)Nc1ccc2nc(N3CCN(C)CC3)cc(C)c2c1	7%[11.4 µM]	-5%	-6%	u	u	10%	-5%	4%
COc1cccc(N2C(=O)C(CC(=O)Nc3cccc(F)c3)N(C(C)C)C2=O)c1 (stereo unspecified)	x	0%	-6%	-2%	x	4%	x	x
CCC(CC)NC(=O)Nc1ccc(F)cc1F	8%	-1%	1%	-3%	1%	-9%	i	3%
C=Cc1ccc(Cn2c(C(=O)O)c(CNCCc3ccco3)c3ccc(C)cc32)cc1	x	-2%	-4%	u	x	-8%	x	x
Cc1ccc(C(=O)Nc2ccccc2C(N)=O)o1	x	1%	2%	-4%	-7%	2%	1%	12%
COc1ccc(C(C#N)c2ccc(=O)[nH]n2)cc1 (stereo unspecified)	-9%	0%	-1%	1%	16%	3%	2%	18%
COc1ccc(NC(=O)CSc2nnc(-c3ccccc3)n2Cc2ccco2)cc1OC	0%	-1%	3%	-13%	-3%	-2%	-5%	-3%
COc1ccc2c(c1)CC(C(=O)Nc1cc(Cl)ccc1C)CO2 (stereo unspecified)	x	2%	1%	-6%	x	-13%	x	x

Structures above that contain an NH in an aromatic ring:
SMILES	L3MBTL1 block	TexasRed fluor	TRb SRC2 PPI	Tau fibril ThT	JMJD2E inh	Tau FP inhib	RECQ1 inh	GoLoco inh red
C=CCSc1nnc(-c2c[nH]c3ccccc23)n1CCOC	10%	-7%	6%	-7%	4%	-12%	-9%	x
Cc1ccc2[nH]c3c(=O)n(Cc4ccco4)cnc3c2c1	8%	-2%	4%	-8%	u	-1%	-2%	10%
CCc1nnc(NC(=O)CSc2nnc(CCc3nc4ccccc4[nH]3)n2C)s1	1%	0%	-6%	-12%	2%	-5%	-7%	3%
COc1ccc(C(C#N)c2ccc(=O)[nH]n2)cc1 (stereo unspecified)	-9%	0%	-1%	1%	16%	3%	2%	18%

Further entries follow.
SMILES	L3MBTL1 block	TexasRed fluor	TRb SRC2 PPI	Tau fibril ThT	JMJD2E inh	Tau FP inhib	RECQ1 inh	GoLoco inh red
FC(F)(F)c1cccc(NCc2cn3cccnc3n2)c1	2%	0%	8%	-4%	-12%	5%	-3%	18%
COc1ccc(-c2c(C)nn3c4c(cnc23)C(=O)CC(c2ccccc2)C4)cc1 (stereo unspecified)	x	3%	-4%	-1%	x	-8%	x	x
Cc1cc(C)cc(-n2c(SCC(=O)NCc3ccco3)nc3c([nH]c4ccccc43)c2=O)c1	x	-2%	7%	16%	x	-5%	x	x
COc1ccccc1-n1c(=O)c(C#N)c(-c2ccc([N+](=O)[O-])cc2)c2cc(C(=O)c3cc(F)ccc3O)cnc21	-18%	1%	-1%	-7%	3%	14%	i	9%
CCOC(=O)CSCC(=O)Nc1cc(C)ccc1C	0%	-3%	-7%	-8%	-2%	3%	-4%	5%
CCCCc1n[nH]c(=S)n1Cc1ccc(Cl)cc1	x	-3%	2%	-6%	-17%	-1%	1%	8%
Cc1c(-c2ccc(Br)cc2)c(=O)oc2ccc(OC(=O)N3CCOCC3)cc12	x	2%	0%	-10%	x	-2%	x	x
O=S(=O)(c1ccc(F)c(F)c1F)N1CCN(C(=S)NCc2ccccc2)CC1	11%	3%	1%	2%	-2%	u	-20%	10%
O=S(=O)(c1ccc(-n2cnnn2)cc1)N1CCC(N2CCCCC2)CC1	x	5%	11%	8%	2%	0%	-4%	-1%
Cc1cc(C)nc(SCCN(C)C)n1	1%	-3%	5%	-7%	2%	-4%	-4%	22%
CC(NC(=O)c1cc2sccc2n1C)c1ccc2c(c1)OCCO2 (stereo unspecified)	-11%	-3%	-12%	2%	8%	1%	-6%	23%
COc1ccc2cc3c(N)nn(C(=O)Cc4ccc(Cl)cc4)c3nc2c1	2%	-1%	2%	-10%	u	2%	-4%	2%

These rows are one share of the data (hit frequency here may not be typical).
